# Screens deposited in PubChem BioAssay by National Center for Advancing Translational Sciences (NCATS).
# FEN1 inh: blocks human flap endonuclease 1. P39748. Recombinant FEN1 flap cleavage, fluorescence, 15 min. Potency, µM (doses to about 114 µM), inactives show top-dose activity change, negative = inhibition, most hits filed as inhibitors. hit rate 0.35% among 390,000; note: nearly all actives have a fitted effect of over 65% in size
# Target sequence (P39748 whole entry, looked up): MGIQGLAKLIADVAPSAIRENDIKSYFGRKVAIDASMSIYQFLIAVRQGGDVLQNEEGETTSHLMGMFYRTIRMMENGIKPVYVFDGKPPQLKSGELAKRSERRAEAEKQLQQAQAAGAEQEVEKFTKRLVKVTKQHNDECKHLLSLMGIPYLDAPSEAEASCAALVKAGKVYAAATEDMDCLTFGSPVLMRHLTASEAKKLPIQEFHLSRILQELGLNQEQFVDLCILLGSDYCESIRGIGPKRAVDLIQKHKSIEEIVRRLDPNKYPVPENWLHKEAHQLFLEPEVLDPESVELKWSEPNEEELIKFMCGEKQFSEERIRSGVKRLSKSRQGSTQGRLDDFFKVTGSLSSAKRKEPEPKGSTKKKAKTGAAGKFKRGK
#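 FEN1 at 10 nM, compound pretreatment for 15 min (room temperature), 50 nM final substrate to initiate; endpoint reads at 0 and 15 min; DMSO-only plates used as vehicle background.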
# KAT2A inh: blocks human GCN5L2 histone acetyltransferase; Q92830; GCN5L2 HAT assay, ThioGlo1 CoA-SH fluorescence; Potency, µM (top dose mostly 58.9 µM), for inactives: at the top dose activity change, negative = inhibition, hits mostly inhibitors; hit rate 0.21% among 390,000; AID 504327
#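 GCN5L2 (20nM final) in 50mM HEPES, 0.1mM EDTA pH 7.5, 0.01% Tween-20 was preincubated 15 min at room temperature with compound, then given ThioGlo1 (50uM), H3(1-25) peptide (75uM) and acetyl-CoA (70uM); CoA-thiol fluorescence (Ex340/Em540) was read at 0 and 20 min.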
# N370S GC mod: inhibitors or activators of N370S glucocerebrosidase for Gaucher disease | P04062 | N370S GC spleen homogenate, 4MU-glucoside fluorescence | Potency, µM (top dose mostly 59.4 µM), for inactives: at the top dose activity change, negative = inhibition, usual class: inhibitors | hit rate 0.092% among 330,000;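 note: 0% = full enzyme activity and -100% = no enzyme basal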
# Active calls of the source: *; ? = inconclusive; / = no result given. Calls come from the whole dose curve; as a rule, active = well fitted curve in the direction sought with a large enough effect; inconclusive = small, poorly fitted or top-dose-only effect, or another doubt; inactive = no such curve, though single readings can be large; an effect the other way counts as inactive or inconclusive. Unless noted, % is set by controls: 0 for no effect and ±100 for the full control effect; potency is the fitted concentration of half-maximal effect.
item	molecule	FEN1 inh	KAT2A inh	N370S GC mod
1	CCOC(=O)c1cccc(NC(=O)N2CC(CC)Sc3ccccc32)c1 (stereo not given)	-2%	-1%	/
2	CCOC(=O)c1cnn(-c2ccc(C(F)(F)F)cn2)c1N	7%	-2%	2%
3	CC(C)COc1ccc(/C(O)=C2/C(=O)C(=O)N(CCN(C)C)C2c2ccncc2)cc1 (stereo not given)	-10%	?	-20%
4	CCCCNC(=O)CN1C(=O)COc2ccc(S(=O)(=O)N3CCCC3)cc21	-6%	-2%	/
5	O=C(CN1CCOCC1)Nc1ccc2c(c1)OCO2	-5%	-2%	-4%
6	COc1cc(OC)cc(C(=O)Nn2cnnc2)c1	-1%	-14%	-10%

# In the list so far, these have nitrogen in an aromatic ring:
item	molecule	FEN1 inh	KAT2A inh	N370S GC mod
2	CCOC(=O)c1cnn(-c2ccc(C(F)(F)F)cn2)c1N	7%	-2%	2%
3	CC(C)COc1ccc(/C(O)=C2/C(=O)C(=O)N(CCN(C)C)C2c2ccncc2)cc1 (stereo not given)	-10%	?	-20%
6	COc1cc(OC)cc(C(=O)Nn2cnnc2)c1	-1%	-14%	-10%

# Fetched by structure from the list above (three):
item	molecule	FEN1 inh	KAT2A inh	N370S GC mod
4	CCCCNC(=O)CN1C(=O)COc2ccc(S(=O)(=O)N3CCCC3)cc21	-6%	-2%	/
6	COc1cc(OC)cc(C(=O)Nn2cnnc2)c1	-1%	-14%	-10%
5	O=C(CN1CCOCC1)Nc1ccc2c(c1)OCO2	-5%	-2%	-4%

# Only part of the results is shown; the hit share may differ from the screen's.
